# LYPLA1 counter: LYPLA1 inhibitors, primary screen, counter-screen for PME1 inhibitor project, biochemical, fluorescence polarization, FP-Rh probe ABPP. Acyl-protein thioesterase 1 (Homo sapiens), O75608. recombinant LYPLA1. inhibition, % at 5.9 µM. 320,000 tested, 0.16% active. AID 2174, 2009;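 active = inhibition above the mean of all tested compounds plus 3 SD, set per campaign, cut at about 14% in these data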;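 note: inhibitors block serine hydrolase probe labeling of LYPLA1 so polarization falls; 0% = enzyme with DMSO and 100% = wells lacking LYPLA1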
# Target sequence (O75608 whole entry, looked up): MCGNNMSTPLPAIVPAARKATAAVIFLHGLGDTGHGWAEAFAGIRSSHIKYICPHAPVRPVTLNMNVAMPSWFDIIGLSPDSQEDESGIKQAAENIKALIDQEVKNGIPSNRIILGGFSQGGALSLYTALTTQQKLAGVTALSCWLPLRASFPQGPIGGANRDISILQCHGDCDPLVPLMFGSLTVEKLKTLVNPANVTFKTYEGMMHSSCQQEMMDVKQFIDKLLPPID
# GSTO1 counter: inhibitors of recombinant GSTO1, primary screen, counter-screen for RBBP9 inhibitor project, biochemical, fluorescence polarization. 300,000 tested, 1.1% active. activity-based probe fluorescence polarization. Glutathione S-transferase omega-1 (Homo sapiens), P78417. inhibition, % at 5.96 µM. AID 1974, 2009;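 active = inhibition above the campaign mean inhibition plus 3 SD, cut at about 35% in these data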;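 note: 0% = GSTO1-1 with DMSO and 100% = wells lacking GSTO1-1 enzyme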
# Target sequence (P78417 whole entry, looked up): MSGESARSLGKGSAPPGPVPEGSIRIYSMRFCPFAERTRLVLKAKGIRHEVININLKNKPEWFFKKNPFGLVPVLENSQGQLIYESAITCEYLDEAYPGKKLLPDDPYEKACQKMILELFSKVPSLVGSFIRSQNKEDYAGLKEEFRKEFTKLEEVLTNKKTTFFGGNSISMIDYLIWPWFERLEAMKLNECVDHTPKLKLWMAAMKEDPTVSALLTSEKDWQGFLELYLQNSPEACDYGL
# PAFAH1B3 inh: PAFAH1B3 enzyme inhibitors, primary screen, biochemical, fluorescence polarization, human. recombinant PAFAH1B3, FP-rhodamine probe. Platelet-activating factor acetylhydrolase IB subunit alpha1 (Homo sapiens), Q15102. inhibition, % at 3.39 µM. 340,000 tested, 0.28% active;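 active = inhibition above the screen-wide average of all tested compounds plus 3 SD, cut at about 25% in these data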;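 note: 0% = enzyme with DMSO only and 100% = wells lacking PAFAH1B3 protein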
# Target sequence (Q15102 whole entry, looked up): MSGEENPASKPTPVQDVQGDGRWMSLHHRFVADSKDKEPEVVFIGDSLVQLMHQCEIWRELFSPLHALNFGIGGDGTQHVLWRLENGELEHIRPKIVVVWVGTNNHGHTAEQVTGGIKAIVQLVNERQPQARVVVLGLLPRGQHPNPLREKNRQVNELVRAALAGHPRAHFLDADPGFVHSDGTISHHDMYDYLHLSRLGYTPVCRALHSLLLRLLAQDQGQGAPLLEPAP
# PME-1 primary: PME-1 inhibitors via competitive probe labeling, primary screen, biochemical, fluorescence polarization, FP-Rh probe, HTS | inhibition, % at 5.9 µM | AID 2130, 2009 | 320,000 tested, 0.53% active | recombinant PME-1 | Protein phosphatase methylesterase 1 (Homo sapiens), Q9Y570;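 active = inhibition above the campaign mean of all compounds plus 3 SD, cut at about 26% in these data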;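 note: competitive labeling of PME-1 active site by serine hydrolase directed probe; 0% = PME-1 with DMSO and 100% = wells lacking PME-1 enzyme; inhibitors block probe labeling so polarization falls and inhibition rises; many of its hits are not listed in these tables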
# PAFAH2 inh: PAFAH2 enzyme inhibitors, primary screen, biochemical, fluorescence polarization, human; recombinant PAFAH2, FP-rhodamine activity probe; inhibition, % at 3.39 µM; 340,000 tested, 0.99% active; AID 492956, 2010;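 active = inhibition above the mean over all tested compounds plus 3 SD, cut at about 30% in these data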;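 note: inhibitors block probe labeling of enzyme so polarization drops; 0% = enzyme with DMSO and 100% = wells lacking PAFAH2 protein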
# PAD4 FP inh: human PAD4 inhibitors, primary screen, biochemical, fluorescence polarization, 1536-well format. Protein-arginine deiminase type-4 (Homo sapiens), Q9UM07. inhibition, % at 6.36 µM. AID 485272, 2010. recombinant PAD4, RCA probe fluorescence polarization. 330,000 tested, 0.41% active;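 active = percent inhibition above a cutoff equal to the mean of all tested compounds plus 3 SD, cut at about 15% in these data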;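 note: 0% = PAD4 with RCA probe and DMSO and 100% = probe without PAD4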
# PAFAH1B2 inh: PAFAH1B2 enzyme inhibitors, primary screen, biochemical, fluorescence polarization, human | Platelet-activating factor acetylhydrolase IB subunit alpha2 (Homo sapiens), P68402 | recombinant PAFAH1B2, FP-rhodamine activity probe | inhibition, % at 3.39 µM | 340,000 tested, 1.2% active;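 active = inhibition above the mean of all tested compounds plus 3 SD, cut at about 24% in these data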;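 note: 0% = enzyme with DMSO and 100% = wells lacking PAFAH1B2; many of its hits are not listed in these tables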
# Target sequence (P68402 whole entry, looked up): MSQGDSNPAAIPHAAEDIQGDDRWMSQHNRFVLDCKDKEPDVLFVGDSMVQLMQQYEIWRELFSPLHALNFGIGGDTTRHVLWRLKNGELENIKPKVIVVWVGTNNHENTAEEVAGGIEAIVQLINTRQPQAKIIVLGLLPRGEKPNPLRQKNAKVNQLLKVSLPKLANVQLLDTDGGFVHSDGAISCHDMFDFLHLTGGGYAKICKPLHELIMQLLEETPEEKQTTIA
# Fam108B counter: mouse Fam108B serine hydrolase inhibitors, primary screen, counter-screen for RBBP9 inhibitor project, biochemical, fluorescence polarization; recombinant Fam108B, FP-Rh probe fluorescence polarization; 300,000 tested, 0.33% active; inhibition, % at 9.51 µM; AID 1947, 2009;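 active = inhibition above the screen mean inhibition plus 3 SD, computed separately per campaign, cut at about 18% in these data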;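 note: inhibitors lower polarization as less probe binds the enzyme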
# pPAFAH FP inh: pPAFAH enzyme inhibitors, primary screen, biochemical, fluorescence polarization, human; 330,000 tested, 1.5% active; inhibition, % at 3.39 µM; recombinant pPAFAH, FP-rhodamine probe fluorescence polarization;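 active = inhibition above the mean inhibition across the screen plus 3 SD, cut at about 25% in these data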;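 note: inhibitors block binding of the rhodamine activity-based probe so polarization drops; 0% = enzyme with DMSO and 100% = wells lacking pPAFAH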
# Starred values were filed as active, the others as inactive; . = no result given.
SMILES,LYPLA1 counter,GSTO1 counter,PAFAH1B3 inh,PME-1 primary,PAFAH2 inh,PAD4 FP inh,PAFAH1B2 inh,Fam108B counter,pPAFAH FP inh
CCCn1c(N)c(N(CCOC)C(=O)/C=C/c2cccc(Cl)c2)c(=O)[nH]c1=O,1.9,-7.5,7.6,6.0,7.4,0.6,3.7,1.5,-1.4
Cc1ccc(-c2c[nH]c(=S)n2-c2ccccc2)cc1,5.5,-2.7,0.0,4.5,-11.5,-0.2,4.5,-1.4,-4.1
COc1ccc(OCC(=O)OCC(=O)N2CC(=O)Nc3ccccc32)cc1,-0.9,-3.0,5.3,1.3,-2.9,-5.0,3.7,-2.3,9.1
CN(CCNC(=O)Cn1c(=O)sc2ccccc21)Cc1ccccc1,2.2,2.4,4.9,-1.4,-7.1,1.0,-1.2,0.9,-1.8
Cc1cc(C)c(C#N)c(=N)o1,1.3,-2.4,11.0,-1.0,6.2,2.8,-0.9,-0.1,4.2
CCOc1ccc2c(c1)S/C(=C\c1cccs1)C(=O)N2,3.9,-23.2,7.6,5.4,19.2,0.2,0.1,-2.2,5.9
O=C(CN1C(=O)NC2(CCCCCC2)C1=O)Nc1ccc(Br)cc1Br,-5.2,.,-1.2,0.9,0.4,4.0,0.6,.,1.8
O=C(Nc1cccc(-c2cccc(F)c2)c1)C1CCN(Cc2ccc(CO)o2)CC1,-1.3,0.6,7.5,-2.4,-1.9,-2.4,7.4,-3.4,6.7
Cc1cc(N2CCN(c3ccccc3)CC2)nc(-c2ccccc2)n1,-1.8,5.2,0.2,1.1,0.7,-0.2,2.3,-0.8,7.5
CCOc1ccccc1/C=N\Nc1cnn(Cc2ccccc2)c(=O)c1Cl,-12.0,-5.5,4.4,-6.8,-2.3,-4.7,3.4,-3.6,4.2
Cc1cc(C(=O)O)ccc1N/C=C1\CCCC(C)C1=O (centres undefined),1.8,6.3,0.9,-6.2,5.2,-5.0,1.9,-6.0,-2.4
O=C(Nc1nnc(C2=COCCO2)o1)c1ccc(Cl)cc1,-0.1,-2.6,8.2,3.2,6.0,0.6,4.0,2.8,1.8
Cc1ccc(SCCC(=O)NC(C(C)C)C(C)C)cc1,-1.7,-2.1,6.9,-0.5,3.2,3.1,7.9,2.4,1.9
Cc1ccc(C2=NS(=O)(=O)N(C)C(C(=O)N(C)C3CCCCC3)=C2)cc1,2.1,-3.0,-0.4,4.4,-1.1,-1.5,4.3,-0.1,-2.2
CCOC(=O)c1cccc(S(=O)(=O)N(CCO)Cc2cc3cc(OC)c(OC)cc3[nH]c2=O)c1,-0.4,1.0,6.6,1.4,9.8,-2.4,1.7,-1.5,3.5
Cc1ccc(-c2csc(NC(=O)COc3ccc(N(C)S(=O)(=O)c4ccc(C)cc4)cc3)n2)cc1,-28.5,-10.9,-30.3,-35.6,-42.1,-0.4,-25.6,-30.1,-11.2
O=C(CCc1ccccc1)Nc1ccccc1[N+](=O)[O-],1.8,1.5,-2.7,1.1,-9.3,-3.1,2.5,5.9,1.1
CCOc1ccc(C2C(C(=O)OC)=CN(C(C)c3ccccc3)C=C2C(=O)OC)cc1 (centres undefined),0.6,-0.6,7.3,0.3,0.4,2.8,6.2,0.6,4.4
CCNC(=S)N(Cc1cc2cc(C)cc(C)c2[nH]c1=O)C1CCCC1,2.8,-4.0,2.5,7.1,1.5,2.0,-2.1,0.6,4.8
C1CCc2nnc(C3CC3)n2CC1,-1.4,11.4,-8.0,1.8,6.8,-1.6,2.0,1.2,2.2
CCC1CCCCN1CCCNC(=O)CN1C(=O)COc2ccc(S(=O)(=O)N3CCC(C)CC3)cc21 (centres undefined),0.2,-2.4,-4.2,2.0,-4.4,-3.5,-1.0,-0.6,3.9
C=CC(=O)Nc1ccc(Br)cc1,2.0,7.6,63.4*,-2.9,-3.9,-5.5,3.7,4.8,0.9
Cc1cc(SCC(=O)c2cccs2)nc2ccccc12,-6.9,-0.1,0.1,0.5,-0.1,0.2,1.9,-7.2,1.2
O=C(c1ccco1)n1nc(-c2ccccc2)nc1NCc1ccco1,3.3,2.4,3.1,-3.2,-0.4,-3.9,3.8,3.4,-1.4
CN(C)N=Nc1ccc(-c2cn(Cc3ccccc3)cn2)cc1,3.7,-2.9,0.9,-0.5,-2.5,-5.2,2.6,-3.1,10.1
Cc1ccc(SCc2noc(C(=O)NC(C)C)c2C(=O)O)cc1C,1.5,-14.6,12.0,0.6,14.2,-0.9,12.6,0.2,-0.3
Cc1scc(C(=O)N/N=C/c2ccco2)c1C,-3.4,-4.9,4.8,-7.2,-5.0,-2.3,-8.4,-1.8,3.3
CC(=O)C1=C(C)Nc2ncnn2C1c1cccc(O)c1 (centres undefined),-0.2,2.4,4.2,-3.2,-0.9,-2.1,2.3,-3.2,5.6
CC(C)=CCc1c(C)nc2ccccc2c1C(=O)O,0.1,2.5,1.7,-7.7,6.3,-1.6,2.9,-4.0,-2.0
O=c1c(-c2ccc3c(c2)OCCO3)coc2c(CN3CCOCC3)c(O)ccc12,1.1,0.5,3.0,-1.1,-0.5,3.6,2.0,-1.2,2.2
O=C(NCCc1ccccc1)C1CCN(c2ncccn2)CC1,-2.1,-0.4,9.9,-1.9,6.7,-2.0,8.7,-3.4,0.2
O=C(Nc1nccs1)NC1CCCCC1,0.9,2.3,1.9,5.0,-2.9,-3.3,2.6,1.0,2.9
Cc1ccc(OCCN2C(=O)c3ccccc3C2=O)c([N+](=O)[O-])c1,-4.8,-0.2,8.0,0.0,1.6,-7.5,0.3,0.9,2.8
CCC(CC)C(=O)NCCc1cc2ccc(C)cc2[nH]c1=O,0.9,2.0,5.9,7.5,2.1,-7.2,2.8,0.4,-7.8
CC(C)[C@H](NC(=O)N1CCn2c1nc1ccccc12)C(=O)NCc1ccccc1Cl,-1.4,-1.2,0.2,7.6,-7.4,4.7,-3.0,-4.1,3.2
COCCn1c(CN2CCN(C(=O)c3ccco3)CC2)nc2c1c(=O)n(C)c(=O)n2C,-2.2,-1.5,-1.8,-1.0,0.5,-1.5,-1.0,1.3,1.2
COc1ccc(-n2c(SC)nc(O)cc2=O)cc1,-1.7,0.9,8.5,1.6,1.0,-0.6,2.3,-0.7,0.6
Cc1cc(C)c2nc(Cl)c(Cl)nc2c1,1.0,6.6,-3.4,-5.0,-6.4,-3.8,-0.4,2.2,-4.4
COc1ccc(NC(=O)C2CCCN2C(=O)NC2CCCCC2)cc1 (centres undefined),-6.8,-3.0,10.1,-2.8,0.7,-4.1,3.6,-0.7,-5.6
CCN(CC)C(=O)CN1CCC(c2nc3cc(C)c(C)cc3[nH]2)CC1,-2.6,0.1,-4.1,-6.5,-2.8,0.1,0.4,-0.4,4.4
Cc1ccccc1CN(C)Cc1cc(=O)oc2c(C)c(C)ccc12,-8.0,0.1,0.8,0.9,1.8,0.1,5.9,1.3,0.7
NC(=O)CSc1nnc(-c2ccco2)n1N,-0.1,0.1,1.6,0.3,-6.1,-6.7,6.8,3.8,1.4
COc1cc(NS(=O)(=O)c2ccc(NC(=O)CSC3=NCCS3)cc2)nc(OC)n1,4.6,-21.6,.,1.5,.,11.2,.,-7.3,-1.1
C=CCn1c(=O)c2ccccc2n2c(SCc3nc4ccccc4s3)nnc12,-1.9,4.4,4.5,3.8,9.3,-1.1,5.2,-6.1,-3.4
CC(C)(C)OC(=O)C[C@@H]1C/C=C\C[C@H](CC(=O)NCCO)C(=O)N[C@@H](Cc2ccccc2)COC1=O,.,.,4.1,.,6.8,0.7,7.1,.,3.9
COc1ccc(/C=C2\C(=O)NCC(=O)N2Cc2ccccc2)cc1,4.8,2.5,1.2,2.9,-5.0,-0.2,-0.8,2.6,5.0
CCCn1nc(C(=O)NNC(=O)c2cccc(C)c2)c2ccccc2c1=O,.,.,7.6,.,1.8,-8.0,3.0,.,1.1
CCOC(=O)Nc1ccc(C)cc1C,1.7,-9.2,-3.7,-0.7,-3.3,-2.4,2.2,9.0,5.8
COc1ccccc1CNc1cc(C)ccn1,-2.0,3.3,0.6,-4.5,0.1,-4.3,1.0,1.1,-1.0
CNC(=O)Cn1c(=O)n(C)c2ccccc21,-3.5,7.8,-2.3,-2.3,5.3,0.5,1.7,-4.7,6.5
Cc1ccccc1C(=O)NC1CCSC1=O (centres undefined),3.5,0.2,8.2,0.8,-1.6,-4.4,1.1,-0.2,-1.5
Cn1c(SCC(=O)N2CCc3ccccc32)nnc1C1CC1,-5.9,3.8,1.0,3.2,-6.3,-0.6,-0.3,-0.7,8.9
O=C(c1cc(-c2ccccc2)on1)N1CCCCCC1,2.4,2.9,0.5,-3.5,-4.7,0.0,0.7,4.2,1.2
CN(C(=O)c1ccc2c(c1)OCO2)C1(C)CCS(=O)(=O)C1 (centres undefined),-0.9,9.3,8.4,-3.2,-1.5,4.3,-1.4,0.5,1.8
CN(Cc1cc2ccccc2[nH]c1=O)S(C)(=O)=O,0.5,-1.3,-4.0,3.9,3.9,-5.2,2.1,-0.4,5.3
COc1ccc(Cc2nnc(NC(=O)C(C)C)s2)cc1,2.0,0.4,-1.1,-2.0,-1.8,0.6,3.3,-1.1,1.1
CC1Sc2ccc(S(=O)(=O)N3CCC(C(=O)N4CCN(C)CC4)CC3)cc2NC1=O (centres undefined),-0.5,-4.0,-3.8,0.5,-0.1,-0.2,1.0,-6.5,-6.0
CC(Cl)C(=O)N1c2ccccc2CCc2ccccc21 (centres undefined),2.5,2.9,4.0,0.0,2.7,-6.7,9.9,0.8,-0.8
O=C(NC1CCCc2ccccc21)c1ccccc1 (centres undefined),1.9,-7.5,5.2,2.9,-4.7,0.1,0.1,4.0,1.7
Cc1nnc(CN(C)C(=O)c2cc(COc3ccc(F)cc3Cl)on2)o1,-1.5,3.0,4.2,-6.2,0.5,0.5,-1.4,4.8,0.4

# Additional entries follow:
SMILES,LYPLA1 counter,GSTO1 counter,PAFAH1B3 inh,PME-1 primary,PAFAH2 inh,PAD4 FP inh,PAFAH1B2 inh,Fam108B counter,pPAFAH FP inh
Clc1cccc(-c2ccc(CNCCCN3CCOCC3)o2)c1,1.5,3.9,2.4,0.6,0.1,-8.3,-4.8,-1.0,-6.9
Cc1ccc(COc2ccc3c(c2)OCO3)cc1,0.2,9.1,7.1,-5.1,5.3,2.4,11.8,2.7,11.7
CCc1nnc(NC(=O)CSc2nnc(CNc3ccc(C)cc3)n2C)s1,0.1,6.2,-1.2,2.2,2.3,3.4,11.7,6.9,1.6
COCCNC(=S)N/N=C(\C)c1ccc(O)cc1,-0.1,-2.5,3.8,4.2,-4.0,-3.0,1.0,-5.9,5.2

# An excerpt. The share of hits here may be higher or lower than overall.
